# Screens as filed in PubChem BioAssay.
# Nrf2 block: inhibitors of Nrf2 signaling. Potency, µM (top dose mostly 46 µM), for the others: at the highest dose activity change, negative = inhibition, most hits filed as inhibitors. A549 ARE-Fluc reporter, luciferase luminescence, 18-24 h. 360,000 compounds, 2.1% hits. AID 504444; further: potency means the concentration at half of the fitted maximal effect; on the % scale 0 is the no-effect control and ±100 the full control effect; nearly all actives have a fitted effect of over 60% in size
#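 Reporter: ARE-Fluc in A549. Exposure: 18-24 h, 37 °C, 5% CO2, 5% FBS OPTI-MEM. Readouts: fluorescent cytotoxicity (CellTiter-Fluor), then luminescent Nrf2 signal after BugLite.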
# Akt phos inh: blocks phosphorylation of Akt; Neuro2A IGF-stimulated pAkt S473 HTRF, 20 min; stronger effect = lower value; activity change, % for hits at 50 µM; 360,000 compounds, 0.32% hits; AID 651550; in the data active means activity change below about -80%; inconclusive means mostly about -51% to -80%; further: on the % scale 0 is the no-effect control and ±100 the full control effect
#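 Neuro2A cells in DMEM with 0.5% FBS, overnight at 37 deg C, given compound at single 50 µM final, then IGF (6 nM final) for 20 min at 37 deg C. Lysed; phospho-Akt Ser473 by HTRF after 24 h, 665/615 ratio.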
# MmCpn inh: M. maripaludis TRiC chaperonin inhibition; 330,000 compounds, 0.031% hits; AID 504842; purified Mm-Cpn ATPase, ADP Transcreener TR-FRET; Potency, µM (titrated, usually from 76.9 µM), inactives show at the top dose activity, negative = inhibition, hits mostly inhibitors; further: potency means the concentration at half of the fitted maximal effect; on the % scale 0 is the no-effect control and ±100 the full control effect; nearly all actives have a fitted effect of over 80% in size
#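 Inhibition of chaperonin ATP hydrolysis is measured as reduced ADP production, detected by competitive TR-FRET in which signal falls with ADP. Final enzyme 25 nM and ATP 10 uM, reacted 30 min at 37°C.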
# Nrf2 ARE act: activators of Nrf2 (ARE) signaling; AID 624171; Potency, µM (top dose mostly 46.1 µM), inactives show at the highest dose activation, most hits filed as activators; 410,000 compounds, 0.31% hits; AREc32 ARE-luciferase reporter (MCF7-derived line), luminescence, 24 h; further: potency means the concentration at half of the fitted maximal effect; % of control where 0% means no effect; nearly all actives have a fitted effect of over 65% in size
#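 AREc32 cells carrying an ARE-driven firefly luciferase, 1000 cells/well in OPTI-MEM with 5% FBS, dosed after overnight attachment and incubated 24 hr at 37 deg C. Steady-Glo luminescence read after 30 min at RT.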
# HepG2 viability: kills HepG2 cells in TGF-b inhibitor counter-screen. Potency, µM (series often up to 46.1 µM), for inactives: at the top dose activity change, negative = cytotoxicity, hits mostly cytotoxic. AID 588856. HepG2 CAGA-GFP viability, ATP luminescence, 18 h. 410,000 compounds, 0.76% hits; further: potency means the concentration at half of the fitted maximal effect; some results filed as inactive show a strong effect at the top dose
#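 HepG2 CAGA-GFP cells (1000/well, DMEM with 1% FBS) received compound, then TGF-beta at 500 pg/mL final, and were incubated 18 hours at 37 degrees C. Viability was read by CellTiter-Glo luminescence. Media-only wells were set as complete cell-killing and DMSO as no toxicity.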
# A549 tox: A549 cytotoxicity, counter-screen for Nrf2 inhibitors; Potency, µM (top dose mostly 46 µM), for the others: at the top dose activity change, negative = cytotoxicity, most hits filed as inhibitors; AID 504648; 390,000 compounds, 0.16% hits; A549 ARE-Fluc cells, CellTiter-Fluor viability, 18-24 h; further: potency means the concentration at half of the fitted maximal effect; on the % scale 0 is the no-effect control and ±100 the full control effect
#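 A549 ARE-Fluc cells in 5% FBS OPTI-MEM, 5000 cells/well, rested 2 h then exposed to compounds in concentration-response for 18-24 h at 37 °C. Viability by CellTiter-Fluor fluorescence (Ex 405/Em 525) after 30 min; luciferase luminescence (BugLite, 15 min, RT) read afterwards.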
# CCT chaperon mod: changes cytosolic chaperonin activity; purified chaperonin ATPase assay, HTRF ADP detection, 30 min; activity change, % (concentration not given with the values), hits read low; 360,000 compounds, 0.3% hits; AID 651819; in the data active means activity change below about -30%; further: on the % scale 0 is the no-effect control and ±100 the full control effect
#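 TRiC (40 or 20 nM final, by batch activity) in 30 mM Tris pH 7.4, 100 mM KCl, 5 mM MgCl2, 1 mM DTT was treated with compound at 76 uM single dose, then 10 uM ATP, 30 min at 37 °C. ADP was read by HTRF Transcreener.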
# TGFb SMAD3 inh: inhibitors of TGF-b signaling; Potency, µM (series often up to 46.1 µM), without a hit: at the highest dose activity, negative = inhibition, actives largely listed as inhibitors; HepG2 CAGA-GFP TGF-b/SMAD3 reporter, GFP fluorescence, 18 h; TGF-beta stimulated, 500 pg/mL final; 410,000 compounds, 1.2% hits; AID 588855; further: potency means the concentration at half of the fitted maximal effect; on the % scale 0 is the no-effect control and ±100 the full control effect; nearly all actives have a fitted effect of over 65% in size
#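 TGF-beta reporter screen: HEPG2 CAGA-GFP, 1% FBS, 500 pg/mL TGF-beta final, 18 h; per-cell GFP summed per well; curves fitted and categorized by class.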
# Abeta rescue: A-beta toxicity reversal in yeast. yeast expressing A-beta42, growth rescue, OD600, 48 h; response scale: 0% DMSO, 100% iron-clioquinol control. Potency, µM (series often up to 46.1 µM), inactives show top-dose growth rescue, usual class: activators. 410,000 compounds, 0.063% hits; further: potency means the concentration at half of the fitted maximal effect; nearly all actives have a fitted effect of over 55% in size
#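 Yeast growth medium received pinned compounds, then yeast cells expressing toxic A-beta were added; plates incubated at 30 C for 48 hr. Growth read as absorbance at 600 nm, normalized to DMSO and equimolar FeCl3 plus clioquinol controls.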
# * marks the source's active call; other numbers are inactive results; i = inactive; ? = inconclusive; · = not tested or not shown; [ ] = dose if it differs, or a comment. Unless noted, the call rests on the fitted dose curve; in most records, active means well fitted curve in the direction sought with a large enough effect; inconclusive means small, poorly fitted or top-dose-only effect, or another doubt; inactive means no such curve, though single readings can be large; an effect the other way counts as inactive or inconclusive.
SMILES,Nrf2 block,Akt phos inh,MmCpn inh,Nrf2 ARE act,HepG2 viability,A549 tox,CCT chaperon mod,TGFb SMAD3 inh,Abeta rescue
O=C(CSc1nc2ccccc2c(=O)n1-c1ccc(F)cc1)Nc1ccc(C(=O)O)cc1,17%,i,2%,0.1%,1%,-1%,1.9,-1%,1%
CCOC(=O)C1(CCc2ccccc2)CCN(C(=O)C2=C(C)OCCO2)CC1,8%,i,-4%,2.8%,-10%,0%,-2.1,-13%,-9%
COc1ccccc1NC(=O)CSc1nc(=O)n(CCN2CCOCC2)c2c1CCC2,-4%,i,2%,-0.3%,-23%,-2%,-0.9,0%,-9%
CC1(C)C(=O)Nc2ccccc2N1C(=O)CSc1nnc2c(Cl)cc(Cl)cn12,0%,i,-1%,2.1%,0%,5%,2.8,2%,-16%
COc1ccccc1CCC(=O)Nc1ccc2c(c1)c(=O)n(C)n2Cc1cccc(C(F)(F)F)c1,·,i,·,0.4%,-20%,·,-0.8,-4%,-17%
Cc1ccc(C)c2[nH]c(=O)c(C(c3nnnn3C(C)(C)C)N3CC=C(c4ccc(F)cc4)CC3)cc12 (centres undefined),-17%,i,0%,?,-10%,5%,-0.6,-6%,?
CC(C)Cc1cc(C(=O)N2CCC(N3CCC(C(=O)N4CCCC4)CC3)CC2)n[nH]1,-6%,i,-1%,-0.6%,1%,-6%,-0.3,-18%,-6%
CCn1c(=S)sc2c(=O)n(CC(=O)Nc3ccc(Cl)cc3)c(C)nc21,3%,i,-1%,0.9%,-15%,-10%,-1.1,-1%,9%
COc1ccc(S(=O)(=O)N(C)CC(=O)NCCCN2CCOCC2)cc1C,3%,i,·,0.7%,3%,-2%,-5.9,4%,-3%
CCNS(=O)(=O)c1c(C)cc(C)c(N(C)S(=O)(=O)c2ccccc2)c1C,-2%,i,-2%,-0.1%,2%,1%,0.2,-9%,-1%
Cc1c(N2C(=O)C(=O)/C(=C(/O)c3ccccc3)C2c2ccc(F)cc2)c(=O)n(-c2ccccc2)n1C (centres undefined),2%,i,0%,0.1%,2%,-11%,-0.9,4%,4%
Cc1cc[n+](CC(=O)Nc2nc3ccccc3s2)cc1,18%,i,-1%,-0.1%,1%,-1%,-0.3,2%,-3%
CC(C(=O)O)n1c(-c2ccn[nH]2)n[nH]c1=S (centres undefined),6%,i,0%,0.2%,-12%,-1%,-1.4,-6%,16%
Cn1cc([N+](=O)[O-])c(C(=O)Nc2ccn(C34CC5CC(CC(C5)C3)C4)n2)n1,-19%,i,2%,?,13%,-5%,2.5,-15%,-16%
COc1ccc(Cl)cc1NC(=O)Cn1ncc2c3ccccc3n(Cc3ccccc3)c2c1=O,5%,·,·,1.8%,-10%,0%,·,-8%,-15%
Cc1ccnc(NC(=O)c2c(-c3ccccc3Cl)noc2C)c1,3%,i,0%,0.0%,-15%,2%,0.6,-5%,-3%
COc1ccc(OCc2cccc(C(=O)O)c2)cc1,?,i,1%,-2.6%,-57%,-5%,1.5,3%,7%
O=C(NC1CCN(Cc2ccccc2)CC1)c1ccc(Cn2c(=O)c3ccccc3n(Cc3cccc(F)c3)c2=O)cc1,11%,·,·,-0.1%,-10%,-5%,·,-6%,-3%
O=C(Cn1c(=O)oc2ccccc21)Nc1ccc(S(=O)(=O)N2CCCCC2)cc1,13%,i,1%,-0.9%,5%,11%,2.6,-5%,1%
Cc1sc2ccccc2[n+]1CCC(C)S(=O)(=O)[O-] (centres undefined),-3%,i,1%,-1.2%,-12%,4%,-8.6,2%,1%
Cc1cc(C)cc(NC(=O)c2nnn(Cc3cccc(Br)c3)c2N)c1,2%,·,·,-0.3%,-17%,11%,·,-22%,-18%
COc1ccc(C(=O)NCCc2cccc(Cl)c2)cc1OC1CCN(C(C)=O)CC1,2%,i,-1%,3.8%,-3%,4%,-1.3,11%,6%
O=[N+]([O-])c1ccccc1S(=O)(=O)Nc1cccc(-c2ccc(N3CCOCC3)nn2)c1,-2%,i,-2%,7.7%,0%,0%,1.8,9%,-9%
O=C(CSc1nnnn1C1CCCC1)Nc1ccccc1N1CCOCC1,-8%,i,0%,-0.7%,5%,4%,1.5,7%,-16%
COc1ccc(N(CC(=O)NCc2ccc3c(c2)OCO3)S(C)(=O)=O)cc1OC,?,i,1%,-0.3%,-11%,-1%,-2.7,1%,8%

# Later entries.
SMILES,Nrf2 block,Akt phos inh,MmCpn inh,Nrf2 ARE act,HepG2 viability,A549 tox,CCT chaperon mod,TGFb SMAD3 inh,Abeta rescue
Nc1nc(Cl)c2ncn(C3OC(CO)C(O)C3O)c2n1 (centres undefined),-5%,i,2%,-0.4%,11%,10%,-1.3,28%,-10%
Brc1cccc(CNCCSc2nnnn2-c2ccccc2)c1,12%,·,·,3.1%,-21%,4%,·,-17%,-5%
O=C(NCc1ccc(Cl)cc1)c1cc(=O)[nH]c2ccccc12,-17%,i,0%,-0.7%,-2%,-6%,-4.4,8%,4%
O=C(c1cccc(C(F)(F)F)c1)N1CCC(O)(CS(=O)(=O)Cc2ccccc2Cl)CC1,-1%,i,1%,0.4%,-16%,-5%,-1.0,-3%,16%
CC1CCc2cc(F)ccc2N1C(=O)c1cccnc1 (centres undefined),22%,i,-2%,-0.1%,14%,1%,1.1,12%,-4%
COC(C(=O)Nc1ccc(F)cc1F)c1ccccc1 (centres undefined),4%,i,-2%,-0.4%,0%,8%,1.0,-2%,-4%
CC(=O)c1ccc(N2CCN(S(=O)(=O)c3ccc4c(c3)C(C)(C)C(=O)N4)CC2)cc1,?,·,·,3.3%,-34%,8%,·,?,11%
COC(=O)c1ccc(C(=O)OC)c(NC(=O)COC(=O)C2CC2C)c1 (centres undefined),-2%,i,-1%,-0.6%,-14%,11%,-1.4,-2%,-18%
COc1cc(C(NC=O)C(=O)Nc2c(C)cccc2C)ccc1O (centres undefined),1%,i,1%,0.1%,0%,1%,-1.7,19%,-13%
CSCC[C@H](NC(=O)OC(C)(C)C)C(=O)N/N=C/c1ccc2nccnc2c1,-9%,i,?,0.0%,0%,-12%,0.0,6%,-5%
O=C(CCc1nc2ccccc2c(=O)[nH]1)N1CCN(S(=O)(=O)c2ccc(Cl)c(C(F)(F)F)c2)CC1,-21%,i,-1%,0.3%,-2%,-1%,-22,?,3%
N#Cc1ccc(Oc2cccnc2)cc1C#N,-6%,i,-1%,-0.6%,1%,2%,-0.5,-13%,5%
CC(C)C(=O)Nc1ccccc1N1CCN(S(C)(=O)=O)CC1,6%,i,-1%,-0.5%,-13%,3%,0.1,-19%,-8%
CCc1cc2c(Nc3ccc(O)cc3)nc(C)nc2s1,?,i,2%,18%,-23%,-15%,0.2,-7%,17%
O=C(COc1ccc(-n2cnnn2)cc1)NC1CCCCC1,12%,i,-1%,-0.3%,-24%,·,-1.2,2%,-16%
CCOc1cc(/C=C2\SC(=NC)N(C)C2=O)cc(Cl)c1OC(C)=O,?,i,3%,23%,-15%,?,-1.3,-4%,6%
Cc1ccc(NC(=S)N2CCCCCC2)cc1,26%,i,1%,3.1%,-11%,3%,-0.3,1%,23%
CSc1ccccc1NC(=O)CN(C)CC(=O)Nc1ccccc1F,-3%,i,1%,-0.5%,-5%,5%,-3.2,-33%,0%
CSc1nnc(C)c(/C=C/NOCc2ccc(Cl)cc2)n1,-6%,i,0%,2.8%,-14%,-6%,-1.8,-1%,12%
O=C(OCC(=O)N1CCc2ccccc21)[C@@H]1CC(O)CN1S(=O)(=O)c1ccccc1[N+](=O)[O-] (some centres undefined),11%,i,0%,6.0%,-23%,0%,-0.1,0%,2%
CCn1cc(CNC(=O)/C=C/c2cnn(C)c2)c(C)n1,7%,i,1%,-0.1%[9.22 µM],1%,5%,-0.3,10%,0%
COC(=O)c1c(C)oc(C)c1S(=O)(=O)N1CCOCC1,11%,i,-1%,-0.2%,3%,-4%,-0.7,0%,6%
Cn1cccc1-c1cc(C(=O)N/N=C/c2ccc(F)cc2)[nH]n1,5%,i,1%,0.5%,-36%,8%,0.2,-8%,-12%
COc1ccc(Nc2ccc(N3C(=O)CCC3=O)cc2[N+](=O)[O-])cn1,-3%,i,-3%,0.4%,17%,-5%,0.8,-1%,3%
CC(=O)N1CCOc2cc(S(=O)(=O)Nc3cc(C(F)(F)F)ccc3Cl)c(C)cc21,?,·,·,4.3%,-32%,15%,·,-28%,-25%
COc1ccc(-c2ccc3c(c2)[C@@H]2C[C@H](N(C)C(=O)C(C)(C)C)[C@H]([C@H](C)O)C(=O)N2CC3)cc1,-1%,i,·,6.0%,-9%,-3%,0.1,-17%,-1%
CC1(C)Oc2ccc3ccc(=O)oc3c2/C(=C/NNC(N)=S)C1=O,?,i,-4%,4.9%,7%,0%,-0.9,-19%,-5%
CC(=O)Nc1ccc(NC(=O)C2CC(=O)Nc3nc4ccccc4n32)cc1 (centres undefined),1%,i,0%,-1.0%,23%,0%,1.4,3%,-10%
CN1CCN(c2ncnc3c2cnn3-c2ccc(Cl)cc2)CC1,?,i,-1%,-1.6%,-23%,1%,0.5,6%,-15%

# By substructure, those above with bromine.
SMILES,Nrf2 block,Akt phos inh,MmCpn inh,Nrf2 ARE act,HepG2 viability,A549 tox,CCT chaperon mod,TGFb SMAD3 inh,Abeta rescue
Cc1cc(C)cc(NC(=O)c2nnn(Cc3cccc(Br)c3)c2N)c1,2%,·,·,-0.3%,-17%,11%,·,-22%,-18%
Brc1cccc(CNCCSc2nnnn2-c2ccccc2)c1,12%,·,·,3.1%,-21%,4%,·,-17%,-5%
